Bioassay records deposited in PubChem by several laboratories.
HIF activator = HIF pathway transcriptional activation | U2OS HRE-luciferase reporter, luminescence; normalized: DMSO 0%, desferrioxamine 100% | activation, % at 7.5 µM (by protocol) | hit rate 0.32% among 300,000 | AID 1910;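 active = mean activation of at least 10% of the iron chelator positive control signal, with at least half of replicates also reaching 10%; inconclusive = mean and replicate majority disagree about reaching 10%; inactive = mean and most replicates under 10%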
KLF5 inh = suppresses KLF5 promoter-driven expression. DLD-1 KLF5 promoter-luciferase reporter, luminescence. inhibition, % at 5 µM. hit rate 0.23% among 290,000;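 active = inhibition above a per-plate limit of that plate's mean compound inhibition plus 3 SD, cut at about 60% in these data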;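 note: 0% = DMSO wells and 100% = LY294002 at 200 µM; higher means less KLF5 promoter-driven luciferase light; inactives centre near -14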
aSyn UTR inh = 5' untranslated region of α-synuclein, MLPCN primary screen | hit rate 0.82% among 300,000 | inhibition, % (tested at 7.5 µM) | AID 1813 | alpha-synuclein 5'UTR reporter, inhibitor activity; in the data active = inhibition above about 60%; inconclusive = no clear call, values can overlap the other calls;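 note: H4 neuroglioblastoma cells stably carrying SNCA 5'UTR luciferase fusion; 0% = DMSO wells and 100% = positive control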
IEC-6 cytotox = counter-screen for KLF5 inhibitors: cytotoxicity in IEC-6 cells | AID 1825 | hit rate 0.78% among 290,000 | IEC-6 cytotoxicity, luminescence viability | inhibition, % at 5 µM; in the data active = inhibition above about 22%;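 note: 0% = plate median of test compound wells and 100% = cytotoxic reference compound wells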
Platelet DG rel = modulates dense granule release in human platelets; human platelet-rich plasma, SFLLRN dense granule ATP release, luminescence; inhibition, %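 (compounds screened at 7.5 µM in platelet-rich plasma)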; hit rate 0.22% among 300,000;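 active = mean replicate score, as percent of positive control, at or above 50; inconclusive = mean below 50 but at least one replicate at or above 50; inactive = mean and every replicate below 50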
HSF-1 act = increases HSF-1 driven luciferase reporter signal | NIH3T3-HGL HSF-1 luciferase reporter, MG132, 8 h; 100% = twice DMSO control signal | activation, % at 9 µM | hit rate 1.7% among 300,000 | AID 504408;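 active = mean replicate activation of at least 50% with a set share of replicates each reaching 50%; inconclusive = only one of those two conditions met; inactive = mean below 50% and too few replicates reaching it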;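 note: 0% = median of the neutral control wells and 100% = twice that signal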
SKKanGAS inh = blocks kanamycin growth of S. pyogenes SKKanGAS strain; AID 1662; hit rate 1.3% among 300,000; inhibition, % at 7.5 µM; BacTiter-Glo, 6 h;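 active = mean replicate score, as percent of positive control median, at least 50; inconclusive = mean below 50 but one replicate at or above 50; inactive = mean and every replicate below 50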;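 note: strain carries kanamycin resistance gene driven by streptokinase promoter and grows in 40 µg/ml kanamycin; loss of luminescence reflects streptokinase promoter inhibition or plain growth inhibition; 0% = median of DMSO wells and 100% = positive control at its reference dose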
HSF1 inh = HSF1 inhibition; NIH3T3-HGL HSE-luciferase, MG132-induced, luminescence 8 h; hits give low values; activity change, negative = inhibition, % at 7.5 µM (by protocol); hit rate 0.77% among 300,000;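 active = more than half of replicate wells show activity change below -50%, luminescence cut by over half; inconclusive = some wells, but at most half, below -50%; inactive = no replicate well below -50%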;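 note: luciferase reports HSF-1 transcriptional activity via heat shock element; 0% = median of DMSO wells and -100% = zero luminescence signal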
HSP90 inh = inhibitors of HSP90 luciferase refolding in rabbit reticulocyte lysate; luciferase refolding luminescence, 3 h; inhibition, % at 5.6 µM; hit rate 0.91% among 290,000;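 active = inhibition above the screen-wide mean plus 3 SD, computed separately per campaign, cut at about 16% in these data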;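 note: 0% = DMSO wells and 100% = 60 µM geldanamycin wells; inhibitors lower the luminescence because luciferase stays unfolded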
AI-2 QS modul = modulators of Vibrio harveyi AI-2 quorum sensing system. hit rate 0.4% among 300,000. AID 2094. Vibrio harveyi JMH597 AI-2 luminescence/OD600 ratio, 9 h; hits give low values; strain lacks LuxN and CqsS sensors; 0 = neutral-control median. activity change, % at 7.5 µM; in the data active = activity change below about -75%, passing the limit was not always enough; inconclusive = no clear call, values can overlap the other calls;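 note: luminescence divided by OD600 gain over 9 h not by final OD600 alone; inactives centre near 13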
Active calls of the source: *; ? = inconclusive; . = no result given; & = joins results of further samples.

structure	HIF activator	KLF5 inh	aSyn UTR inh	IEC-6 cytotox	Platelet DG rel	HSF-1 act	SKKanGAS inh	HSF1 inh	HSP90 inh	AI-2 QS modul
Cc1ccccc1-n1ncc2c1CC(C)(C)CC2NC(=O)CCN1Cc2ccccc2C1=O (stereo unspecified)	-0.1	-16.4	-5.6	9.3	-2.1	-7.8	0.8	-7.2	-3.7	3.7
Cc1cc2oc(=O)cc(CN3CCCCC3)c2cc1O	1.3	-55.5	-39.2	3.1	0.1	21.1	-2.6	0.6	0.8	18.6
O=C(Nc1ccc2nc(-c3ccc4nc[nH]c4c3)[nH]c2c1)c1cccs1	0.1	-10.1	-12.0	1.3	1.0	20.2	?	-2.9	0.5	32.1
N#CC1=C(N)Oc2n[nH]c(-c3ccc(F)cc3)c2C1c1ccncc1 (stereo unspecified)	-0.7	-11.7	15.0	2.3	-2.3	66.8*	-3.8	32.1	1.1	-5.6
COc1nnc(-c2ccc(N3CCCCC3)c(NC(C)=O)c2)c2ccccc12	-0.2	4.5	24.8	1.6	-2.5	24.1	3.5	-0.4	1.0	2.3
CC1S/C(=N/N=C2CCCCC2)NC1=O (stereo unspecified)	-0.1	-21.5	2.1	-5.8	3.0	-6.1	-1.6	-1.9	-4.9	39.3
O=C(NCc1ccc2c(c1)OCO2)Nc1ccc([N+](=O)[O-])cc1	0.8	-48.8	0.2	8.4	2.6	2.1	12.6	-1.6	-5.6	-6.8
O=C(NCc1nnc(SCC(=O)N2CCCc3ccccc32)n1-c1ccccc1)c1cccc2ccccc12	-0.5	-26.1	17.6	-0.8	8.2	-15.8	11.8	-5.1	3.8	28.9
COC(=O)c1ccccc1NC(=O)NC1CCC(C)CC1 (stereo unspecified)	0.1	-6.7	-18.3	0.5	2.3	-6.8	3.0	-3.5	-0.6	14.7
CCC(=O)Nc1ccnc(-c2cccnc2)n1	-0.1	5.6	5.0	10.0	12.5	-5.8	-2.9	-2.8	4.1	4.6
CCCN(C(=O)COC(=O)CC1CCCCC1)c1c(N)n(Cc2ccccc2)c(=O)[nH]c1=O	-4.5	.	6.6	.	6.0	5.3	1.5	-0.3	.	27.6
Cc1ccc(Cl)cc1NC(=O)CCC(=O)Nc1cc(Cl)ccc1C	-0.2	-25.2	2.8	-3.3	-2.4	2.0	-0.3	2.8	3.0	21.6
Cc1ccc(S(=O)(=O)N2CCN(S(=O)(=O)N3CCCCC3)CC2)c(C)c1	-0.5	-9.9	18.9	-1.7	-6.0	0.9	4.5	-5.2	0.5	-1.4
O=C(CN1C(=O)/C(=C\c2cccc(F)c2)Oc2ccccc21)N1CCN(c2ccccn2)CC1	0.3	-4.1	4.2	-1.3	-14.7	-0.2	-0.6	-6.9	2.1	18.3
CCN(CC)S(=O)(=O)c1cccc(C(=O)Nc2ccc(S(=O)(=O)NC3=NCCCCC3)cc2)c1	0.6	.	-22.5	.	.	5.2	-3.5	1.0	.	22.6
CC(C)CCC(C(=O)O)C(C)CC(=O)NNC(=O)c1ccco1 (stereo unspecified)	0.2&0.0	-14.4&-2.9	8.8&-2.7	-0.3&-3.0	1.5&4.6	-20.6&-3.1	3.3&0.7	-2.7&2.7	0.8&-2.3	17.5&16.0
CCCCNC(=O)O[C@H]1C[C@@H]2CCN3C(=O)CCC(C)(C)[C@H](C1)[C@H]23	-0.7	-9.5	30.7	-2.5	1.2	-3.1	-2.5	-2.3	1.0	10.4
COc1cc(NC(=S)Nc2cccc(Cl)c2Cl)c(OC)cc1Cl	0.0	-3.4	0.7	1.8	3.9	-7.2	-5.2	-5.2	-0.7	34.0
COc1ccc([C@H]2/C=C\CN(C(=O)CC(C)(C)C)[C@@H](C)C(=O)N2Cc2ccc(F)cc2)cc1	-2.4	.	21.4	.	2.2	.	7.2	4.5	.	13.9
COc1cc(O)c(C(=O)/C=C/c2ccccc2)c(OC)c1	3.0	-33.4	-162.7	6.2	-3.5	107.4*	-8.9	125.0	2.7	0.0
O=C(N/N=C/c1ccc(OCc2ccccc2)cc1)c1cc[n+](Cc2ccccc2)cc1	-2.6	-45.0	-76.6	-7.8	15.3	19.1	4.4	11.5	1.0	47.5
O=C(/C=C/c1ccccc1)Nn1c(-c2cccs2)nc2ccccc2c1=O	-0.1	-0.4	-20.3	2.1	3.5	4.4	-7.9	11.4	0.8	3.8
CC1(c2ccccc2)NC(=O)N(CC(=O)Nc2cc3c(cc2Br)OCCO3)C1=O (stereo unspecified)	-0.3	.	9.7	.	6.0	-4.3	-4.4	3.5	.	17.0
CCOC(=O)C1=C(C)NC(=O)NC1c1ccc([N+](=O)[O-])o1 (stereo unspecified)	0.2	-6.9	-6.5	2.7	-0.3	-4.3	5.3	2.7	-2.7	-11.7
COC(=O)[C@@H]1CC[C@@](C)(c2ccc(OC)cc2)C1(C)C	0.3	.	2.0	.	2.8	4.4	10.2	1.6	.	23.2
O=C(NCC1CCCCC1)c1cccc([N+](=O)[O-])c1	0.6	-9.8	0.0	3.4	18.3	6.8	-5.0	-7.1	-5.1	17.8
O=C(CSc1nnc(-c2ccccc2)n1Cc1ccco1)Nc1ccc(S(=O)(=O)N2CCCC2)cc1	-1.5	-4.0	7.4	3.9	2.5	0.8	-2.0	-8.5	0.3	20.8
COc1ccc(N(C)C(=O)CCS(=O)(=O)c2cccc3nonc23)cc1	0.3	-26.7	27.5	-1.1	-3.7	15.6	1.6	-7.6	0.4	11.9
CCC(=O)Nc1ccc(NC(=O)CSc2nc3c(c(=O)n(C)c(=O)n3C)n2CC)cc1	-0.9	4.7	-38.1	10.2	1.4	8.7	-1.5	8.4	1.2	-9.6
C=CCNC(=S)/C(=C(/[O-])c1ccccc1Br)[n+]1ccccc1	-0.2	-10.8	-5.0	-1.3	2.5	-18.0	-3.9	-0.4	-0.1	5.1
Cc1cc(C)n(-c2cccc(F)n2)n1	0.2	-49.1	2.6	-6.6	-4.6	4.2	-0.6	2.5	0.8	5.6
CCOC(=O)c1c(NC(=O)Nc2ccc(C)cc2)sc2c1CCN(C)C2	-0.4	-35.9	-4.5	4.2	4.0	3.1	-1.8	-4.6	11.1	1.2
COC(=O)CCC(=O)Nc1sc(C)c(C)c1C(N)=O	-0.1	0.9	-1.3	-5.9	-0.5	4.7	-2.6	7.1	-2.4	13.7
Clc1ccc(CSc2nnc(-c3sccc3-n3cccc3)o2)cc1	0.0	-38.2	11.9	-3.6	6.9	?	16.9	16.2	2.4	7.6
CCC(C)(C)NC(=O)C(c1cccs1)N(C(=O)c1ccn[nH]1)c1ccccc1 (stereo unspecified)	-0.8	-9.3	5.0	-4.2	-9.4	1.6	-8.0	4.7	0.3	7.1
Cc1nn(CC(=O)NCc2ccc(OC(C)C)cc2)c(=O)c2cc3occc3n12	0.9	-44.3	3.9	-3.0	-2.8	-4.2	3.4	-2.5	0.4	10.3
CC(=O)Nc1ccc(S(=O)(=O)N2CCN(C(=O)c3cccnc3)CC2)cc1	-0.6	-19.0	-5.4	7.4	0.8	8.8	-0.6	4.4	-1.4	8.7
OCCN1CCN(c2ncnc3sc(-c4ccccc4)cc23)CC1	0.0	-25.7	-10.2	-3.6	-1.0	-3.1	-5.1	-1.2	2.1	26.5
O=C(C1CCCN(S(=O)(=O)Cc2ccccc2)C1)N1CCCCC1 (stereo unspecified)	-0.2	-1.0	18.5	-0.7	-21.4	24.4	-4.2	-2.0	25.4*	20.7
Cn1c(CN2CCCC2)nc2cc(NC(=O)COc3ccc([N+](=O)[O-])cc3)ccc21	0.4	-7.5	32.5	-7.3	-3.9	4.7	2.4	2.3	-2.6	14.2
O=C1CC(N2CCN(Cc3ccc(Cl)cc3)CC2)C(=O)N1CCc1ccccc1 (stereo unspecified)	-0.4	26.2	3.5	1.4	0.0	13.2	-4.4	-2.9	4.5	23.1
COc1ccc(-c2csc3ncnc(N4CCN(S(=O)(=O)c5ccc(Cl)s5)CC4)c23)cc1	-0.3	.	-35.9	.	-6.0	10.2	-3.3	7.7	.	16.7
Cc1csc(=O)n1CCC(=O)OCC(=O)c1c(N)n(CC(C)C)c(=O)n(C)c1=O	0.0	.	1.2	.	8.6	-9.1	2.5	-9.4	.	30.4
COc1ccccc1NC(=O)NC1CCS(=O)(=O)C1 (stereo unspecified)	-0.1	-27.9	-6.1	2.9	-12.0	-7.9	-1.0	-2.5	-2.4	7.8
O=C(COC(=O)c1n[nH]c2ccccc12)c1cccc(Br)c1	-0.8	-20.5	-7.8	-2.8	0.7	14.4	39.2	16.9	-0.7	-92.2*
COc1ccc2c(c1)C1CC(C)(NC(=O)C1C(=O)c1ccccc1)O2 (stereo unspecified)	-0.4	-15.3	21.7	-6.1	-5.4	-21.0	9.1	-1.3	0.6	7.9
CCOc1ccccc1N(CC(=O)NCc1ccccc1)C(=O)CCC(=O)Nc1cc(C)ccn1	-0.1	-3.2	-3.9	2.0	-1.2	5.7	1.3	-2.8	1.9	-6.0
O=C(Cn1cnc2c(nnn2Cc2ccc(F)cc2)c1=O)N1CCN(c2ccccc2)CC1	0.3	-29.2	23.1	0.3	25.9	44.4	.	22.2	0.7	11.8
CSCCC(C)N1CCC(Oc2ccc(C(=O)N3CCCC3)cc2)CC1 (stereo unspecified)	0.2	8.9	13.8	2.1	1.6	-16.7	21.3	-7.7	1.8	8.8
